HTT cytoprotect = cytoprotection in Huntington HTT-Q103 PC12 cell model. PC12 HTT-Q103 induced, cytoprotection, ATP luminescence, 40 h. Potency, µM (series often up to 56.4 µM), inactives show cytoprotection (ATP increase), actives largely listed as activators. actives 0.14% (n = 230,000);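 also: % of control where 0% means no effect; nearly all actives have a fitted effect of over 45% in size; toxic huntingtin expression switched on by the ecdysone agonist tebufenozide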
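PC12 cells with ecdysone-inducible HTT exon 1 Q103-GFP, induced with 100 nM tebufenozide and co-treated with library compounds in a dose series (1536-well, 1500 cells/well). Cytoprotection read as ATP content by ATPlite luminescence.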
L3MBTL1 block = L3MBTL1 (human) inhibition | AlphaScreen L3MBTL1–H3K9me1 peptide binding | Q9Y468 | Potency, µM (doses to about 57.1 µM), inactives show at the highest dose activity, negative = inhibition, actives largely listed as inhibitors | actives 0.66% (n = 230,000); also: % is scaled to controls: 0 for no effect and ±100 for the full control effect; nearly all actives have a fitted effect of over 60% in size
Target sequence (Q9Y468 whole entry, looked up): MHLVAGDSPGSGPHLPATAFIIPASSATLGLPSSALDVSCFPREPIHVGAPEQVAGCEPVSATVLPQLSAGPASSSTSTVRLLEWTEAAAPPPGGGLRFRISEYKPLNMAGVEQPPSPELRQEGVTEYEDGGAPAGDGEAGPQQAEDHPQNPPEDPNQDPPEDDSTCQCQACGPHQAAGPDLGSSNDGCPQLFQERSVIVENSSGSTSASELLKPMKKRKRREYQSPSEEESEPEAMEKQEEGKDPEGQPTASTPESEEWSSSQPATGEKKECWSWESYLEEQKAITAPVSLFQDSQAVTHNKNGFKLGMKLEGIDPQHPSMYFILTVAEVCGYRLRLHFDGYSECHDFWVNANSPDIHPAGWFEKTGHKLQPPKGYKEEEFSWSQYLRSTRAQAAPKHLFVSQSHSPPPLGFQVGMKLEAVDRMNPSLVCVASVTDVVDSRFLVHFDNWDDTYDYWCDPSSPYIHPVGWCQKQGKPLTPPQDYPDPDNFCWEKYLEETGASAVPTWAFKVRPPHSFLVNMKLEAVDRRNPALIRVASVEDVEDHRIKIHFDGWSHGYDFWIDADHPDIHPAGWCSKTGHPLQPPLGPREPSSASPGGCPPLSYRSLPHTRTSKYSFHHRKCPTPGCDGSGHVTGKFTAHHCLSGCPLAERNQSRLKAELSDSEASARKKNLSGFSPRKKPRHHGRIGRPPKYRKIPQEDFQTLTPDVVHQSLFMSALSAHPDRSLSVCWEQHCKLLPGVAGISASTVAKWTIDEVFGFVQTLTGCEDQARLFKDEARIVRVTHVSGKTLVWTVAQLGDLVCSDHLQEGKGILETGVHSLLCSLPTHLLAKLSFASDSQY
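AlphaScreen proximity signal between nickel-chelate acceptor and streptavidin donor beads (final 10 ug/mL) reports binding of 50 nM L3MBTL1 to 75 nM biotin-H3 K9me1 peptide; complex incubated with compounds 30 min at room temperature; cefsulodin titration as control.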
Tau fibril ThT = tau fibrillization inhibition (ThT binding) | actives 2.1% (n = 270,000) | Potency, µM (highest dose often 57.4 µM), for inactives: at the top dose activity, negative = inhibition, usual class: inhibitors | AID 1460 | recombinant tau K18 P301L, heparin-induced fibrillization, ThT fluorescence; also: % is scaled to controls: 0 for no effect and ±100 for the full control effect; nearly all actives have a fitted effect of over 55% in size
Target sequence (P10636 561-689 P618L limits assumed): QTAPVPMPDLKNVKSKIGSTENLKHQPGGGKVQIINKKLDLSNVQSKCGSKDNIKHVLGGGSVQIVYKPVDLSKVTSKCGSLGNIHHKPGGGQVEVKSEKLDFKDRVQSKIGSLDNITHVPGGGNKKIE
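Heparin-induced (20 uM) aggregation of recombinant human K18 P301L tau, 15 uM unlabeled with 0.24 uM labeled, pH 7 acetate buffer, 6 hr at 37 C with compound. Fibrils quantified by 30 uM ThT fluorescence after 1 hr ambient incubation.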
Tau fibril FP = blocks human tau fibril formation measured by polarization; P10636; K18 P301L tau heparin fibrillization, Alexa594 FP, 6 h; Potency, µM (top dose mostly 57.7 µM), for the others: at the top dose activity, negative = inhibition, most hits filed as inhibitors; actives 0.39% (n = 280,000); AID 1468; also: % is scaled to controls: 0 for no effect and ±100 for the full control effect; nearly all actives have a fitted effect of over 55% in size
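Quantitative HTS format: compounds meet 15 uM recombinant K18 P301L tau and Alexa 594-tau tracer in 100 mM sodium acetate pH 7; 20 uM heparin triggers fibrillization at 37 C over 6 hr; FP gives the signal.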
RECQ1 helicase = blocks DNA unwinding by human RECQ1 | P46063 | RECQ1 DNA unwinding, red fluorescence kinetic read | Potency, µM (doses to about 57.3 µM), for the others: at the highest dose activity, negative = inhibition, usual class: inhibitors | actives 0.54% (n = 240,000) | AID 2549;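 also: plate controls were vehicle for no effect and no enzyme for full effect; nearly all actives have a fitted effect of over 30% in size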
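RECQ1T1 50 nM; forked duplex (20 bp + 30-nt ss tails) 200 nM, ATP 2 mM final; pH 8.0, 2 mM MgCl2, 2.5 ug/ml poly(dI-dC); 15 min compound preincubation; discontinuous kinetic read over 2 h at RT.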
TRb SRC2 PPI = TRbeta-SRC2 interaction inhibition; P10828; TRbeta-SRC2 peptide binding, fluorescence polarization; receptor liganded with 1 µM T3; Potency, µM (top dose mostly 106 µM), for inactives: at the top dose activity change, negative = inhibition, usual class: inhibitors; actives 0.065% (n = 280,000); AID 1469;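 also: plate controls were bound peptide for no effect and peptide without receptor for full effect; nearly all actives have a fitted effect of over 50% in size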
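Quantitative HTS by FP: 0.6 uM TRb LBD, 20 nM labeled SRC2 20-mer, 1 uM T3, 5% DMSO; 5 hr ambient incubation; % activity per concentration and potencies from concentration series.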
TR SRC2 fluor cs = alters Texas Red total fluorescence, flagging assay interference. TRb/SRC2 Texas Red total fluorescence interference. Potency, µM (titrated, usually from 106 µM), for inactives: at the highest dose fluorescence change, negative = quenching. actives 0.29% (n = 280,000). AID 1479; active = well fitted curve in either direction with a large enough effect; inconclusive = small, poorly fitted or top-dose-only effect; also: % is scaled to controls: 0 for no effect and ±100 for the full control effect
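Human TRb ligand-binding domain at 0.6 uM with 20 nM Texas Red SRC2 peptide in Tris buffer containing 1 uM T3 and 5% DMSO, incubated with compound 5 h at ambient temperature. Total fluorescence (555/632 nm) calculated as parallel + 2 × perpendicular.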
Tau fluor cs = counter-screen for tau fibril formation inhibitors. tau K18 P301L (four-repeat tau fragment) Alexa594 fluorescence, heparin fibrillization. Potency, µM (series often up to 57.7 µM), for the others: at the highest dose activity change, negative = decrease. actives 0.93% (n = 280,000); also: % is scaled to controls: 0 for no effect and ±100 for the full control effect; nearly all actives have a fitted effect of over 55% in size
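Human K18 P301L tau (15 uM unlabeled plus 0.24 uM Alexa 594-labeled, final) in 100 mM sodium acetate pH 7 was mixed with compound and 20 uM heparin and incubated 6 hr at 37 C.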
The depositor's hits bear a star; i = inactive; ? = inconclusive; · = not tested or not shown; [ ] = remark or other dose. Unless noted, calls follow the shape of the dose curve; as a rule, active = well fitted curve in the direction sought with a large enough effect; inconclusive = small, poorly fitted or top-dose-only effect, or another doubt; inactive = no such curve, though single readings can be large; an effect the other way counts as inactive or inconclusive. Potency is read from the fitted curve at half-maximal effect. Not all compounds are listed. The share of hits here may be higher or lower than overall.

SMILES	HTT cytoprotect	L3MBTL1 block	Tau fibril ThT	Tau fibril FP	RECQ1 helicase	TRb SRC2 PPI	TR SRC2 fluor cs	Tau fluor cs
CN1C(=O)N(CN2CCCCC2)C2C1N(C)C(=O)N2CN1CCCCC1 (stereo unspecified)	-10%[0.074 µM]	-1%	4%	0%	-9%	-19%	2%	5%
CC(=O)C1=C(S(=O)(=O)c2ccc(C)cc2)CS(=O)(=O)C1	-2%	4%	25µM*	28µM*	i	-6%	-1%	-20%
COc1cccc(-c2nc(C(N)=O)c3c(n2)n(-c2ccc4c(c2)OCO4)c(=O)n3C)c1OC	·	·	-8%	-2%	·	1%	-14%	-9%
Cc1onc(-c2ccccc2)c1C(=O)O/N=C(\N)c1ccc([N+](=O)[O-])o1	0%[10 µM]	-12%	-14%	-3%	0%	10%	0%	-20%
COc1cc(C2Nc3ccccc3C(=O)N2c2ccc(Cl)cc2)c(Cl)cc1OCC(=O)O (stereo unspecified)	·	2%	-1%	5%	3%	1%	-1%	0%
CCCCC(=O)N(c1ccc(OC)cc1)C1C=CS(=O)(=O)C1 (stereo unspecified)	27%	-1%[11.4 µM]	-10%	0%	-5%	-6%	-3%	-6%
Cn1cc(C(=O)N/N=C/C=C/c2ccccc2)ccc1=O	-20%[1.9 µM]	8%	-8%	6%	-15%	-1%	3%	-4%
COc1ccc(CCNC(=O)c2nonc2N)cc1	20%[10 µM]	1%	-5%	3%	-7%	0%	-3%	-1%
Cc1cccc(N2CCN(C(=O)C3CCCCC3)CC2)c1C	-22%	-1%	?	4%	-18%	-15%	4%	0%
COCCNC(=O)C(NC(=O)C1CCCCC1)C12CC3CC(CC(C3)C1)C2 (stereo unspecified)	-27%	3%	-7%	5%	i	5%	-1%	-6%
CC(C)NCC(O)COc1c(F)cc(Br)cc1F (stereo unspecified)	4%	3%	-5%	-1%	-7%	4%	1%	-5%
O=C1OC(Cc2ccccn2)C(O)=C1C1=NCCCCN1 (stereo unspecified)	-5%[10 µM]	3%	-3%	11%	i	3%	0%	2%
O=C(/C=C/c1ccccc1[N+](=O)[O-])NCCc1ccc(F)cc1	·	1%	-15%	6%	i	3%	-8%	-13%
CCN(CC)C(=O)Cn1c(SCC(=O)Nc2ccc(F)cc2)nc2ccccc21	·	·	7%	-5%	·	-3%	0%	-1%
C=CCNS(=O)(=O)c1ccc(N2C(=O)c3ccccc3C2=O)cc1	13%[10 µM]	9%	-10%	-8%	-9%	-1%	1%	-11%
CC(C)CCNC(=O)c1c2c(nc3ccccc13)C(=O)N(C1CCCCC1)C2	·	·	0%	-8%	·	-10%	1%	-2%
CC(=O)n1cc(-c2ccncc2)c2ccccc21	13%	1%	-10%	-5%	-1%	-13%	-1%	-7%
CNc1cc(CSC)nc(SCc2ccc(Cl)c(Cl)c2)n1	-10%	2%	-12%	-18%	-21%	1%	-1%	-28%
CC1CCc2nc(NC(=O)CN3CCOCC3)sc2C1 (stereo unspecified)	8%[10 µM]	-7%	1%	-1%	1%	-10%	-2%	1%
O=c1c2ccccc2n2c(-c3ccccc3O)nnc2n1Cc1ccc(F)cc1	·	·	5%	7%	·	5%	-2%	3%
COCCCNC(=S)NNC(=S)Nc1cccc(Cl)c1	-23%[10 µM]	42%[activator]	?	17%	-18%	-4%	-2%	?
Cc1c(C(=O)NCc2ccc3c(c2)OCO3)sc2nc(-c3ccc(F)cc3)cn12	11%	8%	3%	-13%	i	1%	-3%	-14%
CCC(C)N(CCNC(=O)CC1Oc2ccccc2NC1=O)C1CCCCC1 (stereo unspecified)	5%	·	-12%	-9%	-9%	-15%	-2%	-10%
Cc1ccc(SCc2ccc(C(=O)Nc3cccc([N+](=O)[O-])c3C)cc2)cc1	-5%	-2%	-18%	-10%	-4%	-2%	-2%	-21%
CCC(=O)N1N=C(c2c(-c3ccccc3)c3cc(Cl)ccc3[nH]c2=O)CC1c1ccco1 (stereo unspecified)	-15%[10 µM]	1%	-9%	-9%	-3%	1%	2%	-8%
COc1ccccc1OCCCCNCCO	-8%	·	-7%	-3%	-2%	-4%	1%	-1%
C=CCn1c(SC(CCO)C(=O)NCc2ccco2)nc2sc3c(c2c1=O)CCC3 (stereo unspecified)	-22%	-15%	-8%	-3%	?	-3%	-4%	-8%
COc1cc(OC)c(NC(=O)c2nn(-c3ccc(C)cc3)c(=O)c3c2c2ccccc2n3C)cc1Cl	·	·	-6%	-8%	·	1%	-1%	-13%
COc1ccc(C(O)Cn2c(=N)n(CCCN(C)C)c3ccccc32)cc1 (stereo unspecified)	-2%	3%	0%	-5%	4%	-4%	-1%	6%
CCCc1c(C(=O)Nc2ccc(F)cc2F)cnn1-c1ccccc1	-3%[10 µM]	-2%	-2%	-8%	i	-5%	2%	-17%

One compound at a time (already shown):
CCC(=O)N1N=C(c2c(-c3ccccc3)c3cc(Cl)ccc3[nH]c2=O)CC1c1ccco1 (stereo unspecified) in the list: HTT cytoprotect = -15%[10 µM]; L3MBTL1 block = 1%; Tau fibril ThT = -9%; Tau fibril FP = -9%; RECQ1 helicase = -3%; TRb SRC2 PPI = 1%; TR SRC2 fluor cs = 2%; Tau fluor cs = -8%
CC1CCc2nc(NC(=O)CN3CCOCC3)sc2C1 (stereo unspecified) in the list: HTT cytoprotect = 8%[10 µM]; L3MBTL1 block = -7%; Tau fibril ThT = 1%; Tau fibril FP = -1%; RECQ1 helicase = 1%; TRb SRC2 PPI = -10%; TR SRC2 fluor cs = -2%; Tau fluor cs = 1%

Continued.
SMILES	HTT cytoprotect	L3MBTL1 block	Tau fibril ThT	Tau fibril FP	RECQ1 helicase	TRb SRC2 PPI	TR SRC2 fluor cs	Tau fluor cs
COCCNC(=S)NN=C1CCC(c2ccccc2)CC1 (stereo unspecified)	-60%[inhibitor]	?	-18%	-8%	-5%	-2%	-2%	-19%
O=C(O)c1ccc(C(=O)c2ccc3c(c2)C(=O)N(Cc2ccco2)C3=O)cc1	-4%	-12%	-2%	3%	-6%	-13%	-6%	0%
CCN(CC)S(=O)(=O)c1ccc(C(=O)NCCc2cc3c(OC)ccc(OC)c3[nH]c2=O)cc1	-41%[inhibitor]	-12%	-28%	11%	-1%	-6%	-1%	-14%
Cc1ccc(N(C(=O)c2csnn2)C(C(=O)NC(C)(C)C)c2ccccn2)cc1 (stereo unspecified)	-1%[10 µM]	0%	-3%	6%	i	2%	-4%	6%
Cc1cccc(Nc2nc(NCc3ccco3)nc(N3CCOCC3)n2)c1	-14%[10 µM]	·	?	-14%	-10%	3%	-4%	-24%
CCSc1nnc(NC(=O)c2ccc3c(c2)OCO3)s1	-13%[0.074 µM]	23%	-19%	2%	-2%	-7%	-7%	-1%
Cc1ccc2nc(NCc3ccccc3Cl)c3nnnn3c2c1	·	·	-6%	?	·	-9%	-1%	-12%
CCOC(=O)N1CCN(Cc2nc(N)nc(Nc3ccc(Cl)cc3)n2)CC1	21%[10 µM]	-24%	-17%	-4%	-3%	1%	-5%	-10%
CCOC(=O)c1c(C)oc2c1c(C(c1cccnc1)N1CCN(C)CC1)c(O)c1ccccc12 (stereo unspecified)	-1%	·	?	11%	i	-6%	-5%	-27%
COc1ccc(OC)c(-c2noc(N3CCN(c4ccc(Cl)cc4)CC3)n2)c1	·	·	?	8%	·	4%	-9%	?
Cn1c(SCC(=O)C(C)(C)C)nnc1-c1ccccn1	2%	·	3%	-3%	i	-1%	-4%	-7%
Cn1c(=O)n(C)c2cc(N3CCOCC3)c(NS(=O)(=O)c3ccc(Br)cc3)cc21	·	·	?	?	·	-7%	-1%	-28%
Cc1ccccc1CN1C(=O)c2ccccc2S(=O)c2ccc(C(=O)NCc3ccco3)cc21 (stereo unspecified)	·	·	-11%	-4%	·	0%	4%	-26%
O=C(CSc1nc2ccccc2o1)NCc1ccc2c(c1)OCO2	-19%[10 µM]	-11%	-10%	11%	i	1%	1%	-20%

11 structures from above, arranged by formula weight, smallest number first.
SMILES	HTT cytoprotect	L3MBTL1 block	Tau fibril ThT	Tau fibril FP	RECQ1 helicase	TRb SRC2 PPI	TR SRC2 fluor cs	Tau fluor cs
CC(=O)n1cc(-c2ccncc2)c2ccccc21	13%	1%	-10%	-5%	-1%	-13%	-1%	-7%
CC1CCc2nc(NC(=O)CN3CCOCC3)sc2C1 (stereo unspecified)	8%[10 µM]	-7%	1%	-1%	1%	-10%	-2%	1%
Cc1cccc(N2CCN(C(=O)C3CCCCC3)CC2)c1C	-22%	-1%	?	4%	-18%	-15%	4%	0%
CCSc1nnc(NC(=O)c2ccc3c(c2)OCO3)s1	-13%[0.074 µM]	23%	-19%	2%	-2%	-7%	-7%	-1%
CC(C)NCC(O)COc1c(F)cc(Br)cc1F (stereo unspecified)	4%	3%	-5%	-1%	-7%	4%	1%	-5%
Cc1ccc2nc(NCc3ccccc3Cl)c3nnnn3c2c1	·	·	-6%	?	·	-9%	-1%	-12%
O=C(CSc1nc2ccccc2o1)NCc1ccc2c(c1)OCO2	-19%[10 µM]	-11%	-10%	11%	i	1%	1%	-20%
O=C(O)c1ccc(C(=O)c2ccc3c(c2)C(=O)N(Cc2ccco2)C3=O)cc1	-4%	-12%	-2%	3%	-6%	-13%	-6%	0%
CCC(C)N(CCNC(=O)CC1Oc2ccccc2NC1=O)C1CCCCC1 (stereo unspecified)	5%	·	-12%	-9%	-9%	-15%	-2%	-10%
COc1cccc(-c2nc(C(N)=O)c3c(n2)n(-c2ccc4c(c2)OCO4)c(=O)n3C)c1OC	·	·	-8%	-2%	·	1%	-14%	-9%
COc1cc(OC)c(NC(=O)c2nn(-c3ccc(C)cc3)c(=O)c3c2c2ccccc2n3C)cc1Cl	·	·	-6%	-8%	·	1%	-1%	-13%

Compound activity deposited in PubChem BioAssay by National Center for Advancing Translational Sciences (NCATS).
